PLC-beta3 inh – human PLC-beta3 inhibitors, primary screen, biochemical, fluorescence; inhibition, % at 12.2 µM; 0.18% of 370,000 active; 1-phosphatidylinositol 4,5-bisphosphate phosphodiesterase beta-3 (Homo sapiens), Q01970; Purified PLC-beta3, fluorogenic substrate; in the data active = inhibition above about 11%;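 note: 0% = median of compound wells on plate and 100% = full blocker control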
ASAP1 inh – inhibitors of human ASAP1 ArfGAP activity, primary screen, biochemical, fluorescence polarization; inhibition, % at 16.5 µM; AID 624377, 2012; Arf-GAP with SH3 domain, ANK repeat and PH domain-containing protein 1 (Homo sapiens), …; ASAP1-stimulated ARF1 GTP hydrolysis, GDP FP detection; 0.19% of 360,000 active; in the data active = inhibition above about 25%;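 note: 0% = vehicle with enzyme and substrate and 100% = no enzyme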
ARFGAP1 inh – inhibitors of rat ARFGAP1 GAP activity, primary screen, biochemical, fluorescence polarization, GDP tracer; Arfgap1-stimulated ARF1 GTP hydrolysis, GDP FP detection; inhibition, % at 16.5 µM; AID 651572, 2012; 0.26% of 360,000 active;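 active = inhibition above a per-plate limit, mean inhibition of low control wells plus 3 SD, cut at about 25% in these data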;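 note: 0% = DMSO wells with enzyme and 100% = wells lacking Arfgap1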
Target sequence (Q62848 1-136 limits assumed): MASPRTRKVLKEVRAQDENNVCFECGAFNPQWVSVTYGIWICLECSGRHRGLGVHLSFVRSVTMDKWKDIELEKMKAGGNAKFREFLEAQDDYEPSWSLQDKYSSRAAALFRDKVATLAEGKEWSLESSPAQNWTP
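Material – truncated rat Arfgap1 GAP domain · Buffer or medium – HEPES-based buffer, pH 7.5 · Reagent – human ARF1(Δ1-17)-GTP substrate · Dosing – 16.5 µM single point, 1.26% DMSO · Schedule – GTP hydrolysis reaction 2 h at 25 °C · Technique – GDP detection by fluorescence polarization · Benchmarks – No-Arfgap1 wells (100%) versus DMSO full-reaction wells (0%) · Repeats – single replicate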
MBD2 DNA inh – inhibitors of MBD2 binding to methylated DNA, primary screen, biochemical, TR-FRET, DNA-binding domain, human; MBD2 binding to methylated oligonucleotide; inhibition, % at 4.4 µM; 0.31% of 370,000 active; in the data active = inhibition above about 13%
Tn7 DDE FP – inhibitors of Tn7 peptide binding to fibrin DD(E), primary screen, biochemical, fluorescence polarization, human fibrin, Tn7 probe; inhibition, % at 8.3 µM; FP displacement of FITC-Tn7 peptide from fibrin DD(E); 0% = median of compound wells per plate; 0.13% of 370,000 active; AID 720508, 2013;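 active = inhibition above the mean of compounds falling within the control limits plus 3 SD of them, cut at about 14% in these data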;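 note: 0% = plate median of compound wells and 100% = 10 µM Aha-Tn7 peptide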
Target sequence (P02675 whole entry, looked up): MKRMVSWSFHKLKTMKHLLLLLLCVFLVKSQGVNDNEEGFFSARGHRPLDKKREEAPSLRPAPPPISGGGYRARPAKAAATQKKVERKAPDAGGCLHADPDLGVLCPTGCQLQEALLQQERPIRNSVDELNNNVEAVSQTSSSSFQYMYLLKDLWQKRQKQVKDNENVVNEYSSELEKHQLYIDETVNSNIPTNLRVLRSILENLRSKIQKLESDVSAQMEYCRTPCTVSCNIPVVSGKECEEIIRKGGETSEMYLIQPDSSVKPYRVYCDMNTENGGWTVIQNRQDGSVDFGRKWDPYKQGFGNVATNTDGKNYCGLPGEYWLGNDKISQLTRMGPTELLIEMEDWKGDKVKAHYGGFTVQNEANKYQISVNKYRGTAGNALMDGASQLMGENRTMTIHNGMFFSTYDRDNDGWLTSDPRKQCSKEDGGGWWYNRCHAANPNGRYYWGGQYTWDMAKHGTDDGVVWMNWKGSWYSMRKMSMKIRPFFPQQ
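Also added: labelled Tn7 tracer, 0.1 µM; Assay system: human fibrin DD(E) protein; Amount: 2 µM fibrin DD(E); Schedule: 10 min compound pre-incubation, 3 h probe incubation at room temperature; Repeats: one replicate per compound; Read-out basis: percent inhibition; Measured by: fluorescence polarization of the labelled Tn7 tracer.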
proKLK7 act – proKLK7 zymogen activators, primary screen, biochemical, fluorescence intensity; Kallikrein-7 (Homo sapiens), P49862; purified proKLK7, EDANS-DABCYL substrate fluorescence; 100% is mature enzyme control, 0% vehicle; activation, % at 7 µM; 0.9% of 370,000 active; AID 652039, 2013;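 active = activation above the mean of all tested compounds plus 3 SD, computed per campaign excluding outliers beyond control limits, cut at about 13% in these data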
Target sequence (P49862 whole entry, looked up): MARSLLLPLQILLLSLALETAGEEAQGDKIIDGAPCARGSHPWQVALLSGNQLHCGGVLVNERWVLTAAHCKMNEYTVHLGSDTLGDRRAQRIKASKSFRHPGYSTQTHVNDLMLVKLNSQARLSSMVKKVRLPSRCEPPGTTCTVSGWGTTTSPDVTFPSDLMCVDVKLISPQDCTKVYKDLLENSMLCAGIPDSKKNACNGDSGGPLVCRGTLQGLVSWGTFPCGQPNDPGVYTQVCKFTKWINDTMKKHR
ADAM17 inh – ADAM17 inhibitors, primary screen, biochemical, QFRET; Disintegrin and metalloproteinase domain-containing protein 17 (Homo sapiens), P78536; recombinant ADAM17, EDANS/DABCYL FRET peptide cleavage; inhibition, % at 6.95 µM; 0.83% of 370,000 active; AID 720648, 2013;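 active = inhibition above the mean of compounds lying between control limits plus 3 SD, set per campaign, cut at about 8.5% in these data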;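 note: 0% = DMSO-only wells as the low control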
UHRF1 MBD2 ctr – UHRF1 methylated DNA binding inhibitors, primary screen, counter-screen for MBD2 inhibitor project, biochemical, TR-FRET, human UHRF1, single concentration; E3 ubiquitin-protein ligase UHRF1 (Homo sapiens), Q96T88; UHRF1 binding to methylated oligo; inhibition, % at 4.4 µM; 0.75% of 370,000 active; in the data active = inhibition above about 21%;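 note: UHRF1 SRA domain binding a hemimethylated CpG hairpin DNA probe; 0% = median of test compound wells and 100% = reference inhibitor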
DDE Tn6 FP inh – inhibitors of Tn6 peptide binding to fibrin DD(E), primary screen, biochemical, fluorescence polarization, human fibrin, Tn6 probe. Fibrinogen beta chain (Homo sapiens), P02675. Fibrin DD(E) TRITC-Tn6 fluorescence polarization displacement. inhibition, % at 8.3 µM. 0.21% of 370,000 active. AID 720509, 2013;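 active = inhibition above a per-campaign cutoff: mean of compounds within control limits plus 3 SD, cut at about 15% in these data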;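 note: 0% = median of all compound wells on the plate and 100% = blocking peptide control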
PLC-gamma1 inh – PLC-gamma1 enzyme inhibitors, primary screen, biochemical, fluorescence, purified enzyme | AID 720700, 2013 | fluorogenic substrate | 1-phosphatidylinositol 4,5-bisphosphate phosphodiesterase gamma-1 (Homo sapiens), P19174 | inhibition, % at 12.2 µM | 0.84% of 370,000 active; in the data active = inhibition above about 9.5%
* hit, by the source's call; i = inactive; . = not tested or not shown.

Fields: PLC-beta3 inh	ASAP1 inh	ARFGAP1 inh	MBD2 DNA inh	Tn7 DDE FP	proKLK7 act	ADAM17 inh	UHRF1 MBD2 ctr	DDE Tn6 FP inh	PLC-gamma1 inh
1. CCN(CC)CCCC(C)NC(=O)c1cc(=O)c2ccccc2o1 (stereo unspecified)
 : -1	-4	-1	-1	-3	0.1	-3	0	3	-1
2. Cc1nnc(SCC(=O)N2CCOCC2)[nH]c1=O
 : -4	-7	14	6	-4	-0.8	-4	4	0	-3
3. Cc1ccc(C)c(S(=O)(=O)N2CCCCC2CCNC(=O)C(=O)NCc2ccncc2)c1 (stereo unspecified)
 : -5	-5	-2	1	-7	-0.1	-5	1	7	3
4. CCOC(=O)c1c(NC(=O)c2ccccc2N(C)S(=O)(=O)c2ccccc2)sc2c1CCCC2
 : -69	10	10	2	3	-20	-8	4	-10	-46
5. CN1CCN(CC(O)COc2ccc(C(=O)O)cc2)CC1 (stereo unspecified)
 : 3	-5	11	4	-1	-0.6	-2	4	-4	0
6. Cc1cccc(-c2cccc3c4c([nH]c23)[C@@H]2C[C@H](N(C)C(=O)C3CCCCC3)[C@H]([C@H](C)O)CN2CC4)c1
 : -49	.	.	-2	-9	0.5	-7	-2	3	-40
7. O=C(O)Cn1c(O)c(C2=c3ccccc3=NC2=O)sc1=O
 : -44	14	-4	-13	0	-2.7	-3	-8	-5	-25
8. N#C/C(=C\c1c(Cl)cccc1Cl)c1nn(-c2ccccc2)c(-n2cccc2)c1C#N
 : -2	4	-3	-7	7	0.3	1	-3	7	-1
9. Cc1ccc(N2C(=O)C3C(c4ccccc4)(C2=O)C3(c2ccccc2)c2ccccc2)cc1 (stereo unspecified)
 : 4	-8	-1	-4	-1	0.3	3	-2	7	1
10. COc1cc(C=Nn2c(-c3ccc(F)cc3)n[nH]c2=S)ccc1OCc1ccccc1
 : -4	.	.	-1	-8	0.3	-2	-1	1	-1
11. Nc1nnc(SCC(=O)OCC(=O)Nc2ccccc2F)s1
 : 0	12	3	-2	-2	0.2	-2	2	-2	0
12. c1ccc(-c2nnc(CSc3nncs3)o2)cc1
 : 1	-18	-12	2	7	0.7	-1	-2	5	0
13. COc1ccc(CCC(=O)Nc2ccc(S(=O)(=O)Nc3ncccn3)cc2)cc1
 : -7	-1	1	2	1	-0.1	-4	-2	0	-1
14. CCCCNC(=O)C1(C)CCCCN1C(=O)c1ccc(F)cc1Cl (stereo unspecified)
 : -29	-2	1	1	-7	0.3	-1	-1	2	1
15. O=C(CCn1c(=S)oc2ccccc21)Nc1ccc2c(c1)OCCO2
 : -3	11	3	0	4	-0.2	-2	2	-12	-4
16. Cc1ccc(-c2nc3ccc(Cl)cn3c2Cc2ccccc2C(F)(F)F)cc1
 : -24	8	0	-1	-2	0.0	-7	2	0	-12
17. CCC(=O)Nc1cc2c3c(c1)CCN3C(=O)CC2
 : -3	-7	8	-5	-2	-0.2	-2	-1	-2	1
18. O=C1NC(=Nc2ccccc2Cl)S/C1=C\c1cc([N+](=O)[O-])ccc1O
 : -224	4	-18	0	-1	0.2	2	-2	-3	-182
19. O=C(NCCN1CCCC1=O)Nc1ccccc1
 : 1	5	2	4	1	-1.1	-5	2	-6	-19
20. CN(C)C(=S)Nc1nc2ccccc2s1
 : 7	-2	-9	-2	2	-0.3	0	-2	-3	1

Twelve of the compounds above, with tabs:
nr	SMILES	PLC-beta3 inh	ASAP1 inh	ARFGAP1 inh	MBD2 DNA inh	Tn7 DDE FP	proKLK7 act	ADAM17 inh	UHRF1 MBD2 ctr	DDE Tn6 FP inh	PLC-gamma1 inh
9	Cc1ccc(N2C(=O)C3C(c4ccccc4)(C2=O)C3(c2ccccc2)c2ccccc2)cc1 (stereo unspecified)	4	-8	-1	-4	-1	0.3	3	-2	7	1
10	COc1cc(C=Nn2c(-c3ccc(F)cc3)n[nH]c2=S)ccc1OCc1ccccc1	-4	.	.	-1	-8	0.3	-2	-1	1	-1
11	Nc1nnc(SCC(=O)OCC(=O)Nc2ccccc2F)s1	0	12	3	-2	-2	0.2	-2	2	-2	0
12	c1ccc(-c2nnc(CSc3nncs3)o2)cc1	1	-18	-12	2	7	0.7	-1	-2	5	0
13	COc1ccc(CCC(=O)Nc2ccc(S(=O)(=O)Nc3ncccn3)cc2)cc1	-7	-1	1	2	1	-0.1	-4	-2	0	-1
14	CCCCNC(=O)C1(C)CCCCN1C(=O)c1ccc(F)cc1Cl (stereo unspecified)	-29	-2	1	1	-7	0.3	-1	-1	2	1
15	O=C(CCn1c(=S)oc2ccccc21)Nc1ccc2c(c1)OCCO2	-3	11	3	0	4	-0.2	-2	2	-12	-4
16	Cc1ccc(-c2nc3ccc(Cl)cn3c2Cc2ccccc2C(F)(F)F)cc1	-24	8	0	-1	-2	0.0	-7	2	0	-12
17	CCC(=O)Nc1cc2c3c(c1)CCN3C(=O)CC2	-3	-7	8	-5	-2	-0.2	-2	-1	-2	1
18	O=C1NC(=Nc2ccccc2Cl)S/C1=C\c1cc([N+](=O)[O-])ccc1O	-224	4	-18	0	-1	0.2	2	-2	-3	-182
19	O=C(NCCN1CCCC1=O)Nc1ccccc1	1	5	2	4	1	-1.1	-5	2	-6	-19
20	CN(C)C(=S)Nc1nc2ccccc2s1	7	-2	-9	-2	2	-0.3	0	-2	-3	1

The listing continues:
Fields: PLC-beta3 inh	ASAP1 inh	ARFGAP1 inh	MBD2 DNA inh	Tn7 DDE FP	proKLK7 act	ADAM17 inh	UHRF1 MBD2 ctr	DDE Tn6 FP inh	PLC-gamma1 inh
21. COc1cccc(CNC(=O)Cn2ccc3cc(S(=O)(=O)N4CCCC4)ccc32)c1
 : 1	-6	9	1	0	0.9	-1	1	-1	0
22. CC(C)NS(=O)(=O)c1cc(F)ccc1CN1C(=O)c2cccnc2C1=O
 : -3	-3	13	-1	-2	-0.1	-7	1	3	3
23. Cc1cc(C)nc(SCC(=O)Nc2ccc(S(=O)(=O)Nc3ncccn3)cc2)n1
 : 0	8	-2	-2	1	0.8	1	-2	5	2
24. COc1ccc(NC(=O)c2sccc2C)c([N+](=O)[O-])c1
 : 2	6	-1	-6	1	-0.4	2	-3	3	2
25. COc1ccc(NC(=O)C2CCN(S(=O)(=O)c3cccc4cccnc34)CC2)cc1
 : 3	9	9	0	-2	-0.4	-2	-1	3	1
26. S=C(NCCc1ccccn1)Nc1ccc(Cl)cc1Cl
 : 4	-6	-9	2	-6	-0.4	0	-1	3	3
27. COc1ccc(C(CNc2nc(-c3cccnc3)nc3ccccc23)N(C)C)cc1 (stereo unspecified)
 : -19	10	2	3	0	-0.7	-2	2	-4	-10
28. COc1ccc(-c2n[nH]c(=S)n2-c2ccccc2C)cc1OC
 : -7	-1	-5	-7	7	-0.5	-4	-1	8	-2
29. Cc1cn([C@H]2C[C@H](O)[C@@H](CNCc3ccc(C#CCCO)cc3)O2)c(=O)[nH]c1=O
 : -2	-8	-11	2	-1	0.1	-3	-1	-4	0
30. O=C(NC1CCCCC1)NC12CC3CC(CC(C3)C1)C2
 : 3	-14	-1	3	4	-1.2	1	-3	9	3
31. CCCc1cc(=O)n2c([nH]c3ccccc32)c1C#N
 : -64	-14	0	-4	-3	-3.0	-231	-1	-2	-43
32. CC(=O)c1cccc(N(C(=O)c2ccco2)C(C(=O)NC2CCCC2)c2cccs2)c1 (stereo unspecified)
 : 4	-3	22	-7	11	0.8	-3	0	7	-1
33. Nc1cc(C(=O)O)c(Oc2ccc(Cl)cc2Cl)cc1C(=O)O
 : i	3	3	0	-6	26*	i	4	-4	i
34. Cc1csc(=O)n1CC(=O)OCc1nnc(-c2ccc([N+](=O)[O-])cc2)o1
 : -8	3	8	-2	-5	-0.1	-2	-4	4	3
35. CCCCCC1(C)NC(=S)N(c2ccccc2)N1 (stereo unspecified)
 : 0	16	0	1	4	-0.2	-1	0	0	0
36. CCOC(=O)C1CCN(S(=O)(=O)c2cc(C(=O)N3CCCCC3)ccc2OC)CC1
 : -4	16	5	-4	0	0.0	0	-1	-5	-1
37. CC1CCCN(C(=O)CSc2nnc(-c3cccs3)o2)C1 (stereo unspecified)
 : -7	5	-1	1	0	-0.5	-2	-1	3	-1
38. CCC(C)[C@H](NC(=O)NC1CCN(Cc2ccccc2)CC1)C(=O)OC (stereo partly specified)
 : 2	0	-22	15*	0	-0.2	-3	-1	0	1
39. C/C(=N\n1c(C)nc2ccccc2c1=O)c1ccc(C)o1
 : -1	-11	3	-2	-5	0.0	1	-2	9	3
40. COc1ccc(N(CC(=O)NC2CCCC2)C(=O)Cn2nnc(-c3ccc(C)o3)n2)c(OC)c1
 : -1	-5	0	3	-1	-0.8	0	1	-6	0
41. CC(=O)c1ccc(N2CCN(C(=O)C(=O)c3cn(CC(=O)N4CCCCCC4)c4ccccc34)CC2)cc1
 : -8	-18	4	1	8	-0.5	0	-2	0	-2
